Screening data as filed in PubChem.
p53ts 39C kill = kills p53ts cells at the nonpermissive temperature; H1299-p53A138V viability at 39C, ATP luminescence, 24 h; Potency, µM (highest dose often 46.1 µM), for inactives: top-dose activity change, negative = cell killing, actives largely listed as cytotoxic; AID 902; 130,000 tested, 1.5% active; also: nearly all actives have a fitted effect of over 55% in size
IkB signaling = suppresses IkB signaling in ABC-DLBCL reporter cells | ABC-DLBCL IkBa-CBG/CBR dual luciferase ratio, 4 h; response scale: scaled: untreated 0%, proteasome inhibitor 100% | Potency, µM (doses to about 57.1 µM), for the others: at the top dose IkBa stabilization activation | 110,000 tested, 0.04% active | AID 445; active = well fitted curve in the direction sought with a large enough effect in the signal ratio, not every such curve was filed as active; inconclusive = small, poorly fitted or top-dose-only effect, or a change in a side signal; the % refers to the signal ratio;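 also: the direction sought is a rising ratio; 0% = basal untreated cells and 100% = reference inhibitor full response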
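Luminescence ratio of IκBα-fused green versus native red beetle luciferase in OCI-Ly3 cells, 4 h post-doxycycline with compound; red signal alone, scaled from basal (0%) to zero light (-100%), flagged nonspecific or cytotoxic effects.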
p53ts 32C tox = p53ts cell cytotoxicity, permissive temperature. H1299-p53A138V at 32C, ATP luminescence viability, 24 h. AID 924. Potency, µM (doses to about 46.1 µM), without a hit: at the top dose activity change, negative = cytotoxicity, actives largely listed as cytotoxic. 130,000 tested, 0.93% active;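 also: 0% = DMSO and -100% = full killing by reference compound; nearly all actives have a fitted effect of over 55% in size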
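Viability by ATPlite luminescence after 24 h compound treatment (up to 46 uM) at the permissive 32C. Cells are H1299 carrying p53 A138V. Scale runs from DMSO basal to 100 uM tamoxifen as full kill; AC50 from Hill fits.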
Imprint erasure = induces erasure of genomic imprints in mouse ES cells; mouse ES Peg3-LacZ reporter, beta-gal luminescence, 40 h; Potency, µM (titrated, usually from 60.7 µM), for inactives: at the highest dose activity change, positive = activation, usual class: activators; 110,000 tested, 0.02% active;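 also: 0% = negative control wells on the plate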
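Imprint erasure is scored as LacZ activity from the silenced maternal Peg3 allele in feeder-free female ES cells cultured 40 h with LIF. Luminescence is normalized to in-plate negative controls and fitted to the Hill equation.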
The depositor's hits bear a star; ? = inconclusive; · = no result given; [ ] = another dose, or the depositor's remark. Unless noted, calls follow the shape of the dose curve; as a rule, active = well fitted curve in the direction sought with a large enough effect; inconclusive = small, poorly fitted or top-dose-only effect, or another doubt; inactive = no such curve, though single readings can be large; an effect the other way counts as inactive or inconclusive. Unless noted, % is scaled to controls: 0 for no effect and ±100 for the full control effect; potency is read from the fitted curve at half-maximal effect.

| smiles | p53ts 39C kill | IkB signaling | p53ts 32C tox | Imprint erasure |
| --- | --- | --- | --- | --- |
| CCOC(=O)c1c(C)[nH]c(C)c1S(=O)(=O)N1CCC(C(=O)NCc2ccc(C)cc2)CC1 | -20% | -1.9% | -3% | -8%[10.9 µM] |
| COc1ccc(S(=O)(=O)N(CC(=O)N2CCOCC2)c2cc(Cl)ccc2OC)cc1OC | 17% | -0.8% | -14% | · |
| C/C(Cc1ccccc1)=N\NC(=O)CNC(=O)c1ccc(C(C)(C)C)cc1 | -4% | · | 17% | · |
| Nc1nc(-c2ccc3c(c2)CCCC3)cs1 | 13µM* | -0.6% | ? | 7% |
| O=C(NC1CCCCC1)c1cccnc1C(=O)O | -6% | -0.9% | -1% | -17% |
| COc1ccccc1CNC(=O)CSc1nc(-c2ccc(OC)c(OC)c2)cc(C(F)(F)F)n1 | 5% | ? | 0% | -14%[10.9 µM] |
| Cc1nn(Cc2ccccc2Cl)c(C)c1NC(=O)c1nc2ncccn2n1 | -4% | · | -7% | · |
| CC1CCc2c(sc3nnn(CC(=O)Nc4c(C(C)C)cccc4C(C)C)c(=O)c23)C1 (configuration not stated) | 5% | 3.6% | -4% | -10%[10.9 µM] |
| CCc1nnc(NC(=O)CSc2nnc(-c3ccco3)n2CC)s1 | 3% | 0.0% | 10% | 5% |
| O=C(c1ccco1)N1CCC[C@@]2(CCN(C(c3ccccc3)c3ccccc3)C2)C1 | -4% | 3.8%[11.4 µM] | -3% | · |
| O=C(CSc1nnc(-c2ccco2)n1Cc1ccco1)N1CCOCC1 | -1% | 0.4% | 1% | -4% |
| COc1cccc(-n2cnc3scc(-c4cccs4)c3c2=O)c1 | 0% | 3.1% | 6% | -12% |
| CCCS(=O)(=O)N1CCC(C(=O)NC2CCCCC2C)CC1 (configuration not stated) | -4% | 1.5% | 2% | -2% |
| COc1ccc(-c2cc(=O)oc3c4c(ccc23)OCN(Cc2ccccc2)C4)cc1 | 3% | ? | 8% | -6%[10.9 µM] |
| COc1ccc(NC(=O)CCCn2c(=O)c3sccc3n(Cc3ccc(C)cc3)c2=O)cc1 | 16% | · | 12% | · |
| COCCNC(=O)CCCn1c(SCC(=O)Nc2cccc(C)c2)nc2c(sc3ccccc32)c1=O | -14% | ? | 5% | ? |
| CCC(CC)C(=O)Nc1ccc2nc(SCC(=O)N3CCc4ccccc43)sc2c1 | -16% | ? | 1% | -11%[10.9 µM] |
| CSc1ccc(C2c3c(oc4ccccc4c3=O)C(=O)N2CCCN2CCOCC2)cc1 (configuration not stated) | -13% | -1.6% | -4% | 3%[10.9 µM] |
| O=C(C(Cl)Cl)N1CCN(Cc2ccccc2)CC1 | -10% | · | -5% | · |
| CN1CCN(CCC(=O)Nc2cccc(F)c2)CC1 | -5% | 1.8% | -7% | · |
| CCn1c(SCC(=O)N2CCN(c3ccccc3F)CC2)nnc1-c1ccoc1C | 1% | 3.1% | 4% | -11% |
| CCCCSCCCNC(=O)c1cn(CC)c2ccc(S(=O)(=O)N3CCCCCC3)cc2c1=O | -7% | ? | 3% | -7%[10.9 µM] |
| O=C(O)c1cccc(C(=O)O)n1 | 7% | 0.5% | 0% | 3% |
| COc1ccc(N2C(=O)CSC2c2ccc3c(c2)OCO3)cc1 (configuration not stated) | -5% | 0.5% | 3% | -10% |
| O=C(CCNS(=O)(=O)c1cccc2nsnc12)NC1CCCc2ccccc21 (configuration not stated) | -14% | 0.7% | -8% | -11% |
| COC(=O)[C@@]1(Cc2ccc(OC)cc2)[C@H]2c3cc(C(=O)N4CCCC4)n(CCc4ccc(O)c(O)c4)c3C[C@H]2CN1C(=O)c1ccccc1 | 5% | · | 10% | -9% |
| CCOc1ccccc1C1CC(=O)Nc2c1c(=O)n(C)c1ncnn21 (configuration not stated) | 5% | -0.7% | -4% | 9%[10.9 µM] |
| Cc1ccc(C)c(CN2C(=O)c3ccccc3S(=O)c3ccc(C(=O)NCc4ccco4)cc32)c1 (configuration not stated) | 8% | ? | 17% | ? |
| CC(C)C(=O)Nc1nnc(S(=O)(=O)N(C)Cc2ccc(F)cc2)s1 | 46%[activator] | 0.8% | 4% | ? |
| COc1ccc(-c2ccc(-c3noc(-c4ccccc4F)n3)c(OC)n2)cc1 | 0% | 1.0% | -2% | -8% |

In a second layout: entries from further up
CCC(CC)C(=O)Nc1ccc2nc(SCC(=O)N3CCc4ccccc43)sc2c1
  p53ts 39C kill: -16%
  IkB signaling: ?
  p53ts 32C tox: 1%
  Imprint erasure: -11%[10.9 µM]

CSc1ccc(C2c3c(oc4ccccc4c3=O)C(=O)N2CCCN2CCOCC2)cc1 (configuration not stated)
  p53ts 39C kill: -13%
  IkB signaling: -1.6%
  p53ts 32C tox: -4%
  Imprint erasure: 3%[10.9 µM]

(further entries)
| smiles | p53ts 39C kill | IkB signaling | p53ts 32C tox | Imprint erasure |
| --- | --- | --- | --- | --- |
| Cc1ccc2c(c1)C(O)(CC(=O)c1ccc3c(c1)OCO3)C(=O)N2 (configuration not stated) | -3% | -0.9% | 6% | -1% |
| COC(=O)c1cc(-c2ccc(Br)cc2)n[nH]1 | -22% | 1.4% | -8% | -29% |
| O=C(c1ccc(CS(=O)(=O)c2ccc(Br)cc2)o1)N1CCCC1 | -5% | 0.0% | -3% | -16% |
| CC(C)(C)c1cc(C(=O)N2CCN(c3ncccn3)CC2)ccn1 | 2% | 0.7% | 0% | -9% |
| Cc1ccc(CCNC(=O)c2ccc(CNS(=O)(=O)c3ccccc3)cc2)cc1 | 15% | -1.3% | -4% | -11%[10.9 µM] |
| Cn1c(-c2ccco2)nc2cc3ccccc3cc21 | 1.3µM* | ? | 1.3µM* | -94%[inhibitor] |
| Cc1ccc(NC(=O)Cn2nc(C)cc2C)cc1 | -20% | 1.1% | -8% | -16% |
| CCOC(=O)Nc1ccc(C)cc1Br | 8% | -0.8% | 4% | -7% |
| C=C(C)C1CC=C(C)/C(=N/NC(=O)COc2ccc(C)cc2)C1 (configuration not stated) | 28% | · | 1% | · |
| CC1=CS/C(=C(/C#N)C(=O)N2CCOCC2)N1c1ccccc1 | 9% | -1.4% | 2% | 5% |
| Cc1ccc(NC(=O)CSc2nc3nccnc3c(=O)n2CCc2c[nH]c3ccccc23)cc1C | -7% | 0.3% | 8% | 8%[10.9 µM] |
| Cc1ccc(C(C(=O)NC2CCCC2)N(C(=O)CCC(=O)Nc2cc(C)on2)c2ccccc2)cc1 (configuration not stated) | 17% | · | 10% | · |
| CCCCOC(=O)c1ccc(NC(=O)Cc2coc3c(C)c(C)ccc23)cc1 | ? | ? | -25% | -6%[10.9 µM] |
| CC(C)(C)C1CCc2c(sc(NC(=O)c3cc4ccccc4c(=O)o3)c2C(N)=O)C1 (configuration not stated) | 24% | ? | 3% | 24%[10.9 µM] |
| O=C(NCCN1CCCCC1)c1ccc(Cn2c(SCc3ccc(F)cc3)nc3cccnc32)cc1 | 7.9µM* | ? | 7.9µM* | -10%[10.9 µM] |
| CCOC(=O)N1CCN(Cc2c(F)cccc2Cl)CC1 | 8% | 0.7% | -7% | -15% |
| CCc1ccc(-c2nc(CSCC(=O)NCc3ccc(C)cc3)c(C)o2)cc1 | -23% | ? | -7% | -17%[10.9 µM] |
| COc1cccc(-c2nc(CS(=O)(=O)CC(=O)NCCc3ccc(OC)cc3OC)c(C)o2)c1 | ? | 7.2% | 2% | -4%[10.9 µM] |
| COc1ccc(Cn2c(-c3ccco3)nc3oc4cc(OC)ccc4c(=O)c3c2=O)cc1 | 5% | -2.4% | 0% | -21% |
| Cc1cc(C)nc(NC(=O)Cc2cccs2)n1 | 11% | 0.7% | 4% | -12% |
| C=CCNc1oc(-c2ccc(OC)cc2)nc1C#N | -14% | -1.6% | -22% | -24% |
| CCOC(=O)Cc1csc(NC(=O)CSc2nnc(C(C)C)n2CC)n1 | -8% | 4.1% | -8% | · |
| C[C@H](N)C(=O)OC(C)(C)Cc1ccc(Cl)cc1 | 5% | -4.6% | -7% | · |
| COc1cc2[nH]c(=O)n(CCC(=O)N3CCN(c4cc(Cl)ccc4C)CC3)c(=O)c2cc1OC | 2% | 0.6% | ? | -6% |
| CC(=O)Nc1nonc1C(=O)N1CCC(C)CC1 | 8% | -5.7% | 11% | -9% |
| O=C(Cn1cc(C(=O)C2CC2)c2ccccc21)NCc1ccccc1 | -14% | · | -13% | · |
| Cc1ccc(S(=O)(=O)c2cn(CC(=O)Nc3ccc4c(c3)OCO4)c3ccc(C)cc3c2=O)cc1 | -5% | 1.0% | 12% | -9%[10.9 µM] |
| CCc1c(C)sc(NC(=O)c2cc3nc(-c4ccc(OC)cc4)cc(C(F)(F)F)n3n2)c1C(=O)OC | 15% | -2.5% | -2% | -9%[10.9 µM] |
| CC1CN(Cc2nc3c(c(=O)n(C)c(=O)n3C)n2CCN2CCOCC2)CC(C)O1 (configuration not stated) | 7% | -0.8% | -6% | -3% |
| Cc1ccc(-c2nc3ncccn3c2Nc2ccc3c(c2)OCCO3)o1 | -4% | -2.0% | 7% | -14% |

canonical_smiles	p53ts 39C kill	IkB signaling	p53ts 32C tox	Imprint erasure
CN1[C@H](CC(=O)c2ccccc2)CCC[C@H]1C[C@H](O)c1ccccc1	-7%	0.2%	-9%	-22%
O=C1c2cccnc2C(=O)N1C1CCCCC1	5%	-1.4%	6%	-5%
Cn1c(=O)oc2cc(S(=O)(=O)NCCC(=O)NCc3ccc(F)cc3)ccc21	15%	?	6%	20%[10.9 µM]
COc1ccc(/C=C(\C#N)c2nc(-c3cc4ccccc4oc3=O)cs2)cc1OC	-12%	4.1%	-12%	-10%[10.9 µM]
Cc1sc2nc3n(c(=O)c2c1C)CCCS3	0%	-2.0%	-2%	-10%
COc1ccc(S(=O)(=O)N(C)CC(=O)N2CCC(C(N)=O)CC2)cc1Cl	8%	0.3%	-9%	-1%
O=C(CCN1CCc2ccccc2C1)Nc1ccc2c(c1)OCO2	-3%	·	-4%	·
CS(=O)(=O)N1CCN(C(=O)C2c3ccccc3Oc3ccccc32)CC1	8%	2.1%	0%	-13%
CC1=C(C(=O)OC(C)C)C(c2ccccn2)n2ncnc2N1 (configuration not stated)	3%	0.1%	-2%	-8%
CCn1ccc2cc(S(=O)(=O)N3CCCN(C(=O)Nc4cccc(Cl)c4)CC3)ccc21	-6%	-1.3%	6%	-3%[10.9 µM]
CCOc1cccc(CNc2ccc(O)cc2)c1OCc1ccccc1Cl	?	?	?	-5%[10.9 µM]
COc1ccc(-c2cc3ccc(O)c(CN4CCN(CCO)CC4)c3oc2=O)cc1OC	-4%	1.4%	6%	-7%[10.9 µM]
Cc1ccc(S(=O)(=O)Cn2nnnc2C(c2ccccc2)N2CCN(c3ncccn3)CC2)cc1 (configuration not stated)	0%	1.7%	9%	-10%
Cc1cccc(Cn2cccc2CNS(=O)(=O)c2ccc(Br)cc2)c1	-27%	?	20%	-9%[10.9 µM]
Cc1ccc(/C=N/n2c(C)cc(C)c(C#N)c2=O)cc1	5%	·	-13%	·
CC(C)NC(=O)c1ccc(CS(=O)(=O)c2ccc(Br)cc2)o1	0%	0.3%	2%	-8%
COC(=O)[C@@]1(Cc2ccccc2)[C@H]2c3cc(C(=O)N(C)C)n(C[C@H](O)CO)c3C[C@H]2CN1C(=O)c1ccccc1	15%	·	10%	1%

Compound profiles, from the list above. Screens in order: p53ts 39C kill	IkB signaling	p53ts 32C tox	Imprint erasure
`COc1ccc(-c2cc3ccc(O)c(CN4CCN(CCO)CC4)c3oc2=O)cc1OC` as listed: -4%	1.4%	6%	-7%[10.9 µM]
`CC(C)C(=O)Nc1nnc(S(=O)(=O)N(C)Cc2ccc(F)cc2)s1` as listed: 46%[activator]	0.8%	4%	?
`CSc1ccc(C2c3c(oc4ccccc4c3=O)C(=O)N2CCCN2CCOCC2)cc1` (configuration not stated) as listed: -13%	-1.6%	-4%	3%[10.9 µM]
`Cc1ccc(C(C(=O)NC2CCCC2)N(C(=O)CCC(=O)Nc2cc(C)on2)c2ccccc2)cc1` (configuration not stated) as listed: 17%	·	10%	·
`Cn1c(-c2ccco2)nc2cc3ccccc3cc21` as listed: 1.3µM*	?	1.3µM*	-94%[inhibitor]
